# Compound activity from PubChem BioAssay.
# GLP-1R inv ag = acts as inverse agonist at human GLP-1 receptor. P43220. HEK293 GLP-1R CRE-luciferase, luminescence, 24 h; GLP-1R form is constitutively active. Potency, µM (doses to about 38.3 µM), for inactives: at the top dose activity change, negative = inhibition, usual class: inhibitors. 1.6% of 410,000 active. AID 624417; also: % is scaled to controls: 0 for no effect and ±100 for the full control effect; nearly all actives have a fitted effect of over 55% in size
# Target sequence (P43220 whole entry, looked up): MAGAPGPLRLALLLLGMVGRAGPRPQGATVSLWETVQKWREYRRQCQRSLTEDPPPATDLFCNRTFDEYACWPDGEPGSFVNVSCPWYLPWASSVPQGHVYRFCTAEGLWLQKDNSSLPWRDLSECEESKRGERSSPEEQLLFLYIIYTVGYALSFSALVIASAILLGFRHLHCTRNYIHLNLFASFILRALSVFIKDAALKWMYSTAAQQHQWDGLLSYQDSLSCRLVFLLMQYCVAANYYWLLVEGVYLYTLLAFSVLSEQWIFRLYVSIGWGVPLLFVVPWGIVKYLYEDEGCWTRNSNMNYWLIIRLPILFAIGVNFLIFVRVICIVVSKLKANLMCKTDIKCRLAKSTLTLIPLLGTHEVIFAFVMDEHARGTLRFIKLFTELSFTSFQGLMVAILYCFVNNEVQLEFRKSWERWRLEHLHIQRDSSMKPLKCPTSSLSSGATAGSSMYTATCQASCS
#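 GLP-1R inverse agonism mode: basal reporter luminescence in engineered HEK293 cells measured after one day of compound exposure at 37 deg C, with a 12 min room-temperature detection step.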
# TDP43 rescue = rescues yeast growth from TDP-43 toxicity. Potency, µM (top dose mostly 46.1 µM), for inactives: at the top dose growth rescue (activation), usual class: activators. 1.8% of 410,000 active. TDP-43 expressing yeast growth rescue, BacTiter-Glo, 24 h; also: % of control where 0% means no effect; nearly all actives have a fitted effect of over 50% in size
#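 Luminescence from BacTiter-Glo reports growth of TDP-43-expressing yeast after 24 hr at 30 deg C with compound. Cells were raffinose-pregrown to mid-log, then seeded in galactose medium at OD600=0.02.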
# HEK293 tox = cytotoxic in the GLP-1 receptor inverse agonist counter-screen; 0.13% of 410,000 active; Potency, µM (top dose mostly 38.3 µM), inactives show at the highest dose activity change, negative = inhibition, hits mostly inhibitors; HEK293 cAMP-luciferase reporter cells, luminescence, 24 h;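 also: loss of luciferase light is scored as toxicity; % is scaled to controls: 0 for no effect and ±100 for the full control effect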
#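 Cells in DMEM/10% Nu serum/1% pen-strep, 1536-well format. Pre-incubated 12 h, dosed with 23 nL compound, incubated a further 24 h. Luciferase detection, 12 min at room temp, luminescence.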
# * marks the source's active call; other numbers are inactive results; u = inconclusive; x = not tested or not shown; [ ] = another dose, or the depositor's remark. Calls follow the shape of the dose curve; as a rule, active = well fitted curve in the direction sought with a large enough effect; inconclusive = small, poorly fitted or top-dose-only effect, or another doubt; inactive = no such curve, though single readings can be large; an effect the other way counts as inactive or inconclusive. Potency is read from the fitted curve at half-maximal effect.
# Value order – GLP-1R inv ag | TDP43 rescue | HEK293 tox
- CC1CCN(C(=O)Cn2cc(SCC(=O)Nc3ccccc3)c3ccccc32)CC1
  6.3% | 6.6% | 2.4%
- CCOC(=O)c1c(C)[nH]c(CCC(=O)Nc2ccc(OC)c(OC)c2)c1C
  15.1% | 0.0% | -8.2%
- CCC1CN(C(=O)N2CCC(C(=O)NCCC3=CCCCC3)CC2)c2ccccc2O1 (centres undefined)
  7.3% | 2.2% | -5.5%
- COc1ccc(-c2[nH]ncc2C(=O)NCc2ccccc2C)cc1
  4.0% | 13.4% | -4.6%
- O=C(c1cc2ccc3cccnc3c2[nH]1)N1CCN(c2cccc(C(F)(F)F)c2)CC1
  1.4% | u | -0.5%
- COc1cccc(CNC(=O)Cc2c(C)c3c(cc(C)c4c(C)c(C)oc43)oc2=O)c1
  17.1% | 4.1% | -3.6%
- CCC(=O)N1CCc2cc(Br)cc(S(=O)(=O)NCCc3cccc(C)c3)c21
  -16.2% | 5.6% | 0.9%
- COc1ccc2c(c1)-c1nc(NC(=O)c3cccc(Br)c3)sc1CC2
  u | 30.9% | 0.6%
- Cc1ccc(C(=O)c2oc3ccccc3c2NC(=O)C(C)Oc2ccccc2Cl)cc1 (centres undefined)
  5.6% | -6.6% | -1.3%
- COc1ccc(-c2cn3c(n2)sc2cc(C(=O)Nc4ccccc4F)ccc23)cc1
  5.3% | 18.7% | 1.1%
- Cc1ccc2nc(Nc3cccc(C(F)(F)F)c3)c3nnnn3c2c1
  2.4% | 13.2% | 4.7%
- COc1ccc(-c2cn3cccnc3n2)cc1NC(=O)c1ccccc1C(F)(F)F
  5.6% | 5.7% | -9.6%
- COc1ccc(CNC(=O)c2ccc(CNS(=O)(=O)c3ccc(F)cc3)cc2)cc1
  5.1% | -12.9% | -14.2%
- COc1cc2ccccc2cc1C(=O)N1CCN(c2nc3c(F)cccc3s2)CC1
  16.5% | 11.2µM* | -0.3%
- O=C(c1ccc(Cl)cc1)N1CCCCC1CCN1CCOCC1 (centres undefined)
  2.1% | 12.6% | 3.0%
- Cc1cc(C)c(OCC(=O)N(Cc2ccco2)Cc2ccco2)c(C)c1
  u | -8.6% | 2.2%
- CCc1ccc(NC(=O)C2CCN(C(=O)N3CC(CC)Oc4ccccc43)CC2)cc1 (centres undefined)
  -8.6% | 1.7% | -5.9%
- O=c1c2oc3ccccc3c2n(Cc2ccccc2F)c(=O)n1Cc1ccc2c(c1)OCO2
  1.2% | 4.5% | -17.5%
- NC(=O)c1ccccc1NC(=O)Cn1nc(Cc2cccnc2)c2ccccc2c1=O
  -2.8% | -13.9% | 0.7%
- Cc1nc2nc(NC(=O)c3ccc(F)cc3)[nH]n2c(=O)c1Cc1ccccc1
  2.4% | 6.3% | 1.5%
- Cc1ccccc1Nc1nn2c(=O)c3ccc(C(=O)NCc4cccs4)cc3nc2s1
  u | 11.7% | -25.3%
- Cc1nn2c(=O)cc(COC(=O)c3cccc(NC(=O)CCc4ccccc4)c3)nc2s1
  6.6% | 0.0% | -5.3%
- COc1ccc(NC(=O)Cn2ccn(-c3ccccc3)c(=O)c2=O)cc1
  5.7% | 5.6% | -3.1%
- O=C(CSc1cn(CC(=O)N2CCCCC2)c2ccccc12)Nc1ccccc1F
  -9.4% | 24.5% | -1.2%
- O=C(CCn1c(=O)c2cccn2c2cccnc21)N1CCN(c2ccc(F)cc2)CC1
  1.1% | 12.6µM* | -3.1%
- COc1ccc(OC)c(CCNC(=O)CCn2c(=O)c3cccn3c3cccnc32)c1
  6.1% | 13.7% | 4.8%
- Cc1cc(NC(=O)N2CCC(CN3CCOCC3)CC2)ccc1Br
  -5.3% | -2.9% | -0.9%
- CC(=O)N1CCCc2ccc(NC(=O)c3ccc(C(F)(F)F)cc3)cc21
  -30.8% | 10.2% | -7.0%
- COc1ccc(-c2onc(C)c2C)cc1S(=O)(=O)N(C)Cc1ccccc1
  -2.4% | -31.7%[inhibitor] | 8.7%
- COCCN1C(=O)c2[nH]nc(-c3ccccc3O)c2C1c1ccc(OCc2ccccc2)c(OC)c1 (centres undefined)
  u | -30.5%[inhibitor] | -24.1%
- CC1Cc2cc(S(=O)(=O)CCC(=O)Nc3ccccc3F)ccc2N1C(=O)C1CC1 (centres undefined)
  -25.1% | 13.2% | -11.3%
- Cc1c(CCNC(=O)c2ccc(Br)o2)sc2nc(-c3ccc(Cl)cc3)nn12
  -14.8% | u | -2.1%
- Cc1c(C(=O)N2CCC(C)CC2)c(S(=O)(=O)NCc2ccc(Cl)cc2)c(C)n1C
  u | -3.7% | -24.9%
- CC(C)(C)c1ccc(-c2nc(SCC(=O)Nc3ccc(Cl)cc3)[nH]c(=O)c2C#N)cc1
  u | 13.7% | -21.0%
- CC(C)c1ccc(NC(=O)CSc2nc(=O)n(Cc3ccccn3)c3c2CCC3)cc1
  -13.3% | -13.4% | -12.1%
- O=C(CCn1c(=O)c2cccn2c2ccc(F)cc21)NCc1ccccc1F
  -5.1% | 15.6% | -9.8%
- O=C(Nc1ccc(C(=O)OCc2cc(=O)n3c4c(sc3n2)CCCC4)cc1)c1cccc(F)c1
  8.2% | 17.6% | -6.8%
- O=C(NCCCN1CCN(c2ccccc2)CC1)c1ccc2nc(CCc3ccccc3)oc2c1
  15.8% | 20.2% | 4.7%
- O=C(NCc1ccc2c(c1)OCO2)c1ccc2c(c1)N(Cc1c(F)cccc1Cl)C(=O)c1ccccc1S2
  -5.4% | 13.0% | -2.1%
- CCOc1ccc(CNS(=O)(=O)c2c(C(=O)N3CCC(C)CC3)c(C)n(C)c2C)cc1OC
  10.8% | 0.0% | -2.8%
- O=C(NCc1ccccc1)c1nc(S(=O)(=O)Cc2ccc(F)cc2)ncc1Cl
  u | u | u
- O=C(COc1ccc(Cl)cc1)Nc1nnc(S(=O)(=O)N2CCc3ccccc32)s1
  u | 7.6% | -27.3%
- CCOc1ccc(C(=O)Nc2ccc(C(=O)OCc3cc(=O)n4nc(CC)sc4n3)cc2)cc1
  14.7% | 8.6% | 2.4%
- Cc1cc(O)c(CN2CCN(c3ccccc3)CC2)c2oc(=O)cc(C)c12
  -1.5% | 24.8% | 2.9%
- Cc1ccc(CCNC(=O)CCCn2c(=O)c3cccn3c3ccc(F)cc32)cc1
  -5.5% | 35.5µM* | 6.1%
- COc1ccc(CC(=O)NCc2ccc3c(c2)CCN3C(C)=O)cc1
  13.6% | 16.2% | -5.3%
- CCc1c(C)nc2nncn2c1NCc1ccc(Cl)cc1
  u | 0.0% | -3.6%
- COc1cc(Cl)c(C)cc1NC(=O)c1cc2ccc3cccnc3c2[nH]1
  7.5% | 26.9% | 0.5%
- CSCCC(NS(=O)(=O)c1ccc2c(c1)oc(=O)n2C)C(=O)N1CCN(c2cc(C)ccc2C)CC1 (centres undefined)
  6.1% | -0.9% | 0.0%
- COCCc1nn2c(=O)cc(COC(=O)c3cccs3)nc2s1
  16.4% | -8.7% | -1.2%

# Profiles, quoted from the list.
# Entry for CSCCC(NS(=O)(=O)c1ccc2c(c1)oc(=O)n2C)C(=O)N1CCN(c2cc(C)ccc2C)CC1 (centres undefined) = GLP-1R inv ag = 6.1%; TDP43 rescue = -0.9%; HEK293 tox = 0.0%
# Entry for CCOc1ccc(C(=O)Nc2ccc(C(=O)OCc3cc(=O)n4nc(CC)sc4n3)cc2)cc1 = GLP-1R inv ag = 14.7%; TDP43 rescue = 8.6%; HEK293 tox = 2.4%

# (continued)
# Value order – GLP-1R inv ag | TDP43 rescue | HEK293 tox
- Cc1nc2ccccn2c(=O)c1NC(=O)c1cccc(F)c1
  6.1% | 14.3% | 5.5%
- CCNC(=O)c1ccc2nc(CCc3ccccc3)oc2c1
  1.3% | 17.4% | -2.3%
- O=C(Nc1cc2c(cc1C(=O)c1ccccc1Cl)OCCO2)c1ccc(Br)cc1
  -0.6% | 4.6% | 6.7%
- CSc1ccc(CCNC(=O)C(C)n2nc(C)c3sc4ccccc4c3c2=O)cc1 (centres undefined)
  2.3% | 18.2% | 2.7%
- O=C(Cn1nnc(-c2ccccc2Cl)n1)Nc1ccc(Br)cc1
  u | 16.3% | 4.0%
- O=C(Cn1cc(C(=O)c2ccncc2)c(=O)c2cc(F)ccc21)Nc1ccc(Cl)cc1
  -1.0% | 7.8% | -12.9%
- O=C(COCc1cc(-c2cccs2)on1)Nc1ccc(OC(F)(F)F)cc1
  1.9% | 10.9% | -2.7%
- CCCn1c(=O)c2c(nc3n2CCN3c2ccc(C)cc2)n(C)c1=O
  1.7% | 21.8% | 2.9%
- CCC(=O)N1CCc2cc(CNS(=O)(=O)c3c(C)cc(C)cc3C)ccc21
  1.8% | u | -6.9%
- Cc1cccc(NC(=O)C(Cc2ccccc2)N2Cc3ccccc3C2=O)c1C (centres undefined)
  u | 20.6% | -2.5%
- CCOC(=O)c1c(NC(=O)/C=C/c2ccc(OC)cc2)sc2c1CCC(C)C2 (centres undefined)
  13.0% | 22.2% | 1.2%
- CCOc1ccc(N2CC(NC(=O)c3ccco3)CC2=O)cc1 (centres undefined)
  12.0% | 14.1% | -5.8%
- O=C(CCn1c(=O)c2cccn2c2cccnc21)NCc1ccccc1F
  0.9% | 9.6% | -3.4%
- O=C(CCCn1c(=O)c2cccn2c2ccc(F)cc21)NCCc1ccccc1
  13.0% | 5.9% | -12.5%
- FC(F)(F)c1cccc(N2CCN(c3ncnc4c3nc3n4CCCC3)CC2)c1
  -31.9% | 15.8µM* | -3.6%
- Cc1ccc(N2CC(NC(=O)c3ccco3)CC2=O)cc1C (centres undefined)
  9.4% | 17.7% | 2.8%
- Cc1ccc(Cn2ccn(CC(=O)Nc3c(C)cc(C)cc3C)c(=O)c2=O)cc1
  4.0% | 9.2% | 2.3%
- CCOC(=O)c1ccccc1NC(=O)CSc1nc(=O)[nH]c2c1CCCC2
  10.7% | u | 2.0%
- O=C(CCCc1ccccc1)NC1CC(=O)N(c2ccc(Cl)cc2)C1 (centres undefined)
  -10.1% | u | 1.0%
- CCCCOc1ccc(C(=O)NCC2(N3CCN(C)CC3)CCCCC2)cc1
  -5.6% | 10.1% | 1.5%
- CCCCc1ccc(-n2nc3cc(C)c(NC(=O)Cc4ccccc4)cc3n2)cc1
  9.9% | -3.2% | 0.7%
- COc1ccc(Nc2cc(C(=O)NCCCN3CCN(c4ccccc4F)CC3)c3ccccc3n2)c(OC)c1
  u | x | -28.4%
- CCOc1ccccc1NC(=O)N1CC(CC)Oc2ccccc21 (centres undefined)
  u | 2.7% | -6.3%
- O=C(c1ccc([N+](=O)[O-])cc1)N1CCN(c2ccc(Nc3ccccc3)nn2)CC1
  -18.6% | 16.5% | 6.3%
- COc1cccc(N2CC(NC(=O)c3ccc(S(=O)(=O)N4CCOCC4)cc3)CC2=O)c1 (centres undefined)
  18.0% | -10.0% | -4.1%
- O=C(c1ccc2c(c1)N(Cc1cccc(Cl)c1)C(=O)c1ccccc1S2(=O)=O)N1CCN(Cc2ccccc2)CC1
  -13.3% | -12.7% | -0.1%
- CCOC(=O)c1cccc(NC(=O)Cn2c(=O)c3cccn3c3ccccc32)c1
  7.6% | -13.8% | 1.6%
- CCOc1ccc(CCNC(=O)CCCn2c(=O)c3cccn3c3cccnc32)cc1
  5.5% | 16.5% | 0.2%
- CCOc1ccc(C(=O)NCCc2csc(-c3ccc(C(F)(F)F)cc3)n2)cc1OCC
  16.9% | 0.0% | -2.1%
- Cc1c(CC(=O)NCCc2ccccc2F)c(=O)oc2c(C)c3occ(C(C)(C)C)c3cc12
  5.1% | 6.9% | -6.6%
- Cc1cccc(N2CCN(C(=O)Cn3c(=O)c4cccn4c4ccc(F)cc43)CC2)c1C
  13.0% | -9.8% | 2.0%
- COc1cccc(C(=O)Nc2cccc(NC(=O)c3ccc(Cl)cc3Cl)c2)c1
  u | 11.2µM* | -8.3%
- COc1ccc(CNC(=O)c2sc3nc4n(c(=O)c3c2C)CCCC4)cc1
  13.8% | 0.0% | -5.3%
- COc1ccc(Cl)cc1NC(=O)c1cn(C2CCCC2)c(=O)c2c1c1ccccc1n2C
  u | 17.2% | 8.6%
- O=C(c1ccccc1)N1CCC(c2nc3ccccc3o2)CC1
  6.5% | 27.6% | -4.1%
- Cc1ccc(C(=O)N2CCN(Cc3cc(=O)n4nc(-c5ccccc5)sc4n3)CC2)cc1
  8.1% | -15.0% | 0.8%
- CCCn1cc(S(=O)(=O)c2cc(C)ccc2C)c(=O)c2cc(F)c(N3CCCCCC3)cc21
  -2.5% | 3.2% | -0.8%
- COc1cccc(NC(=O)C(=O)NCCc2csc(-c3ccc(C(F)(F)F)cc3)n2)c1
  18.6% | 17.8% | -1.0%
- CCn1c(SC)nc2c([nH]c3ccccc32)c1=O
  12.7% | 0.0% | 2.8%
- O=C(Nc1ccccc1Cl)N1CCC(CN2CCCC2)CC1
  9.6% | 10.1% | 5.9%

# Some of the compounds tested; count on the stated rates, not on these rows.
